High-throughput results as filed in PubChem.
Rad51 HR inh = human RAD51 strand exchange inhibitors, primary screen, biochemical, fluorescence | 200,000 compounds, 0.085% hits | DNA repair protein RAD51 homolog 1 (Homo sapiens), Q06609 | inhibition, % at 10 µM | AID 1385, 2008 | hRad51 DNA strand exchange, fluorescence dequenching;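 active means inhibition above 40% at the single screening dose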;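 further: 0% = DMSO control wells and 100% = blanks with heterologous ssDNA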
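System: human Rad51 nucleoprotein filaments preassembled on unlabelled ssDNA. Reagent: labelled 47-mer dsDNA for strand exchange. Schedule: 30-min compound preincubation and 15-min exchange, both room temperature. Measured by: FRET fluorescence dequenching, excitation 485 nm, emission 520 nm. Read-out: Fluorescence-based percent inhibition, control- and blank-normalised. Benchmarks: plate controls and plate blanks.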
KCC2 mod = KCC2 cotransporter modulators, thallium flux, primary screen, cell-based, HEK293 KCC2, FluoZin-2 fluorescence, MLSMR | Solute carrier family 12 member 5 (Homo sapiens), Q9H2X9 | KCC2 cells, thallium flux FluoZin-2 fluorescence | B-score of Tl+ flux slope (higher = more flux/activation; lower = inhibition) at 10 µM | 190,000 compounds, 2.2% hits;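 active means thallium flux slope and its plate-corrected score both differing from the plate sample mean at a set confidence after two filtering rounds, in either direction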;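 further: slope of fluorescence scaled to starting intensity during 10 to 20 s after thallium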
Furin inh = human furin inhibitors, primary screen, biochemical, fluorescence intensity; inhibition, % at 30 µM; purified furin, fluorogenic substrate cleavage; AID 463115, 2010; 220,000 compounds, 0.061% hits; in the data active means inhibition above about 25%; further: inactives centre near -15
Target sequence (P09958 108-714 limits assumed): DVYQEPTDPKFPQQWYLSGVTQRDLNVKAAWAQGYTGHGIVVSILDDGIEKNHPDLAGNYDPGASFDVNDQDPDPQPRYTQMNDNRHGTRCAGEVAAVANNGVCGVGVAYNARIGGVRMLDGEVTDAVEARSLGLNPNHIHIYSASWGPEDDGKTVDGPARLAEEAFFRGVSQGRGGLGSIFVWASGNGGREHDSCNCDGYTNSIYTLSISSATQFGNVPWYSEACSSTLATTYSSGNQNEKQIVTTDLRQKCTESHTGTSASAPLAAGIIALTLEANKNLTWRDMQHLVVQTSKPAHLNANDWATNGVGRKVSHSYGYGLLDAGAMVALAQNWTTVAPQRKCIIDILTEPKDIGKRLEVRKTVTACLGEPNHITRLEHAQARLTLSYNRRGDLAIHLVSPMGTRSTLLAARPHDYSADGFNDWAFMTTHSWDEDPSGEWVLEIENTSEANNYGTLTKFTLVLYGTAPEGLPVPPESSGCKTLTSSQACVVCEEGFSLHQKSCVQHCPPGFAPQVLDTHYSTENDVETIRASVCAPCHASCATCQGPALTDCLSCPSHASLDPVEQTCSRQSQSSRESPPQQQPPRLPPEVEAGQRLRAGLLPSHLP
* hit, by the source's call; [ ] = another dose, or the depositor's remark. This is a subset, so the mix of outcomes need not match the whole.

1: Cc1ccc2cc(C#N)c(N3CCCN(S(=O)(=O)c4ccccc4)CC3)nc2c1C
  Rad51 HR inh = -3.0
  KCC2 mod = -0.228
  Furin inh = -9.5[20 µM]
2: CCC1Oc2ccc(C)cc2N(CC(=O)NCCc2ccc(OC)c(OC)c2)C1=O (stereo not given)
  Rad51 HR inh = -6.6
  KCC2 mod = -4.04
  Furin inh = -30.7
3: Cc1ccc(-n2nc(C(=O)N3CCN(C)CC3)c3c4ccccc4n(C)c3c2=O)cc1
  Rad51 HR inh = 0.7
  KCC2 mod = 0.881
  Furin inh = -13.1[20 µM]
4: O=C(Nc1ccccc1)N(CCc1ccncc1)C1CCCCC1
  Rad51 HR inh = -4.6
  KCC2 mod = 0.107
  Furin inh = -7.5
5: O=C(CCCOc1ccccc1)Nc1ccc(Br)cc1
  Rad51 HR inh = -14.0
  KCC2 mod = 1.54
  Furin inh = -3.2[20 µM]
6: CS(=O)(=O)Nc1ccc2c3c(cccc13)CC2
  Rad51 HR inh = -2.4
  KCC2 mod = 0.0266
  Furin inh = -11.4
7: Clc1ccc(Oc2nc(N3CCOCC3)nc(N3CCOCC3)n2)c(C2CCCCC2)c1
  Rad51 HR inh = -3.0
  KCC2 mod = -0.944
  Furin inh = -8.8[20 µM]
8: O=C(NC1(C(F)(F)F)NC(=O)N(Cc2ccccc2)C1=O)c1cccs1 (stereo not given)
  Rad51 HR inh = 5.0
  KCC2 mod = 0.00879
  Furin inh = -13.9[20 µM]
9: COc1ccc(-c2noc(-c3ccc(Cl)cc3)n2)cc1
  Rad51 HR inh = -7.7
  KCC2 mod = 1.57
  Furin inh = -7.7[20 µM]
10: Fc1ccc(-c2nnc(-n3nnc4ccccc43)c3ccccc23)cc1
  Rad51 HR inh = 10.8
  KCC2 mod = 0.843
  Furin inh = -18.2[20 µM]
11: Nc1nc(-c2cccnc2)nn1C(=O)CCc1ccccc1
  Rad51 HR inh = 3.0
  KCC2 mod = 0.403
  Furin inh = -8.9[20 µM]
12: CN1CCc2c(C#N)c(N3CCCCC3)nc(N3CCOCC3)c2C1
  Rad51 HR inh = -10.6
  KCC2 mod = 0.178
  Furin inh = -12.0
13: CCOC(=O)c1ccc2ncc(C(=O)OCC)c(NCCN(C)C)c2c1
  Rad51 HR inh = -1.6
  KCC2 mod = -0.737
  Furin inh = -7.5
14: O=C(Cc1cccs1)Nc1ccc(-c2nnc(-c3ccccc3)o2)cc1
  Rad51 HR inh = -3.2
  KCC2 mod = 0.444
  Furin inh = -28.9[20 µM]
15: CCC1Oc2ccccc2N(CC(=O)NCCCN2CCOCC2)C1=O (stereo not given)
  Rad51 HR inh = 3.1
  KCC2 mod = 0.152
  Furin inh = -26.0

16: CCC(=O)c1ccc(OC(=O)c2ccc(Br)o2)cc1
  Rad51 HR inh = -3.7
  KCC2 mod = 0.484
  Furin inh = -23.1[20 µM]
17: CCOC(=O)c1ccccc1NC(=O)c1ccc2c(=O)n3c(nc2c1)CCCCC3
  Rad51 HR inh = 1.6
  KCC2 mod = -1.27
  Furin inh = -5.4
18: Cc1cc2cc(CNC(=O)c3ccc4c(c3)OCO4)ccc2[nH]1
  Rad51 HR inh = -3.3
  KCC2 mod = -0.0289
  Furin inh = -26.0[20 µM]
19: O=C(/C=C/c1ccc(Cl)c([N+](=O)[O-])c1)NCc1cccnc1
  Rad51 HR inh = -0.9
  KCC2 mod = 1.26
  Furin inh = -8.5[20 µM]
20: CCOCCOc1nc2c(c(=O)n(C)c(=O)n2C)n1Cc1ccc(C)cc1
  Rad51 HR inh = -0.9
  KCC2 mod = -0.18
  Furin inh = -5.3
21: O=C(Nc1ccccc1C(=O)O)c1cccc(F)c1
  Rad51 HR inh = 6.9
  KCC2 mod = -0.136
  Furin inh = -21.1[20 µM]
22: Cc1ccc(S(=O)(=O)C(NC(=O)c2ccccc2)=C(Cl)Cl)cc1
  Rad51 HR inh = -6.5
  KCC2 mod = 0.665
  Furin inh = -6.6[20 µM]
23: COc1c(C)cccc1C(=O)Nc1cc(-c2nn3c(C)nnc3s2)ccc1C
  Rad51 HR inh = -4.0
  KCC2 mod = 0.132
  Furin inh = -10.0
24: CCn1c(SCC(=O)Nc2ccc(NC(=O)c3ccco3)cc2)nnc1-c1cccs1
  Rad51 HR inh = -9.2
  KCC2 mod = 0.362
  Furin inh = -14.1[20 µM]
25: O=C(c1ccc(NS(=O)(=O)c2cccc3cccnc23)cc1)N1CCOCC1
  Rad51 HR inh = 1.6
  KCC2 mod = -0.372
  Furin inh = 0.2[20 µM]
26: CCOC(=O)c1cnc(-n2nc(C)cc2C)nc1Nc1cccc(C(C)=O)c1
  Rad51 HR inh = -1.9
  KCC2 mod = 0.227
  Furin inh = 0.5[20 µM]
27: COc1ccc(OC)c(NC(=O)c2cc3n(n2)C(C(F)(F)F)CC(c2ccc4c(c2)OCO4)N3)c1 (stereo not given)
  Rad51 HR inh = -1.5
  KCC2 mod = -0.306
  Furin inh = -24.9
28: Cc1sc2nnn(CC(=O)N3CCN(C(=O)c4ccco4)CC3)c(=O)c2c1C
  Rad51 HR inh = 0.2
  KCC2 mod = 1.09
  Furin inh = 2.7[20 µM]
29: Cn1c(=O)[nH]c(=O)c2c1nc(Br)n2Cc1ccccc1F
  Rad51 HR inh = 0.8
  KCC2 mod = -0.714
  Furin inh = -2.9[20 µM]
30: COc1cc(-c2nc3ccccn3c2/N=C/c2cc(OC)c(OC)c(OC)c2)ccc1O
  Rad51 HR inh = -6.6
  KCC2 mod = -1.39
  Furin inh = -56.0[20 µM]

Further entries
The line under a structure holds: Rad51 HR inh	KCC2 mod	Furin inh
31. COc1ccc(C(C(=O)NC2CCCCC2)N(C(=O)c2ccco2)c2ccc(-n3cnnn3)c(C)c2)cc1 (stereo not given)
 : -1.0	1.41	-26.5[20 µM]
32. Cc1ccc(-n2nnnc2Sc2nc([N+](=O)[O-])nn2C)c(C)c1
 : 6.1	-0.0438	1.2[20 µM]
33. Cc1ccc(O)c(NC(=S)NC(=O)c2ccc(-c3ccc(Cl)cc3)o2)c1
 : 8.6	0.882	-11.5[20 µM]
34. Cc1c(C(=O)N2CCCCC2)sc(NC(=O)C23CC4CC(CC(C4)C2)C3)c1C#N
 : -0.9	0.416	-8.5[20 µM]
35. COc1ccc(OC)c2sc(NC(=O)C3COc4ccccc4O3)nc12 (stereo not given)
 : -3.8	-1.33	-23.0

A different layout for part of the listing above:
no.	structure	Rad51 HR inh	KCC2 mod	Furin inh
17	CCOC(=O)c1ccccc1NC(=O)c1ccc2c(=O)n3c(nc2c1)CCCCC3	1.6	-1.27	-5.4
18	Cc1cc2cc(CNC(=O)c3ccc4c(c3)OCO4)ccc2[nH]1	-3.3	-0.0289	-26.0[20 µM]
19	O=C(/C=C/c1ccc(Cl)c([N+](=O)[O-])c1)NCc1cccnc1	-0.9	1.26	-8.5[20 µM]
20	CCOCCOc1nc2c(c(=O)n(C)c(=O)n2C)n1Cc1ccc(C)cc1	-0.9	-0.18	-5.3
21	O=C(Nc1ccccc1C(=O)O)c1cccc(F)c1	6.9	-0.136	-21.1[20 µM]
22	Cc1ccc(S(=O)(=O)C(NC(=O)c2ccccc2)=C(Cl)Cl)cc1	-6.5	0.665	-6.6[20 µM]
23	COc1c(C)cccc1C(=O)Nc1cc(-c2nn3c(C)nnc3s2)ccc1C	-4.0	0.132	-10.0
24	CCn1c(SCC(=O)Nc2ccc(NC(=O)c3ccco3)cc2)nnc1-c1cccs1	-9.2	0.362	-14.1[20 µM]
25	O=C(c1ccc(NS(=O)(=O)c2cccc3cccnc23)cc1)N1CCOCC1	1.6	-0.372	0.2[20 µM]
26	CCOC(=O)c1cnc(-n2nc(C)cc2C)nc1Nc1cccc(C(C)=O)c1	-1.9	0.227	0.5[20 µM]
27	COc1ccc(OC)c(NC(=O)c2cc3n(n2)C(C(F)(F)F)CC(c2ccc4c(c2)OCO4)N3)c1 (stereo not given)	-1.5	-0.306	-24.9
28	Cc1sc2nnn(CC(=O)N3CCN(C(=O)c4ccco4)CC3)c(=O)c2c1C	0.2	1.09	2.7[20 µM]
29	Cn1c(=O)[nH]c(=O)c2c1nc(Br)n2Cc1ccccc1F	0.8	-0.714	-2.9[20 µM]
30	COc1cc(-c2nc3ccccn3c2/N=C/c2cc(OC)c(OC)c(OC)c2)ccc1O	-6.6	-1.39	-56.0[20 µM]
31	COc1ccc(C(C(=O)NC2CCCCC2)N(C(=O)c2ccco2)c2ccc(-n3cnnn3)c(C)c2)cc1 (stereo not given)	-1.0	1.41	-26.5[20 µM]
32	Cc1ccc(-n2nnnc2Sc2nc([N+](=O)[O-])nn2C)c(C)c1	6.1	-0.0438	1.2[20 µM]
